Screening results as filed in PubChem BioAssay.
Myeloid diff MLP: induction of myeloid progenitor differentiation, primary screen, cell-based, flow cytometry, MLPCN library; ER-HoxA9 myeloid progenitors, lysozyme-GFP differentiation; calls only at 10 µM; 360,000 tested, 1% active;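 active means normalized GFP-positive differentiation at or above the plate's own cutoff, the solvent-only control mean plus 3 SD; inconclusive means no clear call, values can overlap the other calls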;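 further: cells exposed to compound for four days before flow analysis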
CSM14.1 death rescue: rescue of cells from ER stress-induced death, primary screen, 384-well, CSM14.1, thapsigargin, ATP luminescence (AID 1222); 190,000 tested, under 10 active; cellular ATP content (survival), % at 20 µM, or EC50 in µM where a hit was titrated; CSM14.1 thapsigargin-induced death rescue, ATP luminescence; higher % means a stronger effect;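 active means EC50 below 50 µM in the dose-response confirmation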;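 further: death triggered by thapsigargin at about 15 µM added after 2 h compound pretreatment; cell ATP read after overnight thapsigargin exposure of roughly 18 to 22 hours; normalized against plate controls of thapsigargin alone and 5% DMSO vehicle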
PMI inhibitors: inhibitors of human PMI, primary screen, biochemical, fluorescence intensity, coupled assay (AID 1209). Mannose-6-phosphate isomerase (Homo sapiens). one-dose inhibition, % at 20 µM; IC50 in µM for titrated hits. 190,000 tested, 0.42% active. purified PMI enzyme, coupled fluorescence intensity; higher % means a stronger effect;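 further: plate controls were DMSO vehicle for no effect and wells lacking substrate for full effect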
M17LAP inhibition: P. falciparum M17LAP inhibitors, primary screen, biochemical, fluorogenic H-Leu-NHMec substrate, 1536-well (AID 1619). Leucine aminopeptidase (Plasmodium falciparum (isolate 3D7)). recombinant M17LAP, H-Leu-NHMec fluorogenic kinetic assay; higher % means a stronger effect. one-dose inhibition, % at 30 µM; IC50 in µM for titrated hits. 220,000 tested, 0.38% active;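 active means compound inhibiting the enzyme by more than half at any dose during confirmatory dose-response retesting; inconclusive means strong single-dose inhibitors picked by rank but not retested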;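 further: plate controls were full reaction with DMSO carrier for no effect and no enzyme background for full effect; strong numbers were not always called active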
M1AAP inhibition: P. falciparum M1AAP inhibitors, biochemical, fluorogenic H-Leu-NHMec substrate, 1536-well (AID 1445). Aminopeptidase N (Plasmodium falciparum (isolate 3D7)). 220,000 tested, 0.42% active. one-dose inhibition, % at 30 µM; IC50 in µM for titrated hits. recombinant M1AAP, H-Leu-NHMec fluorogenic kinetic assay; higher % means a stronger effect;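 active means primary inhibition above the hit cutoff, then over 50% inhibition at one or more dose response concentrations, cut at about 23% in these data, passing the limit was not always enough; inconclusive means conflicting primary data, or primary hits not chosen for dose response; inactive means low primary inhibition, or under 50% at every dose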;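 further: plate controls were DMSO full reaction for no effect and no enzyme background for full effect; strong numbers were not always called active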
TNAP activation fold: human TNAP enzyme activators, primary screen, biochemical, luminescent, no phosphate acceptor, uHTS (AID 1001) | Alkaline phosphatase, tissue-nonspecific isozyme (Homo sapiens) | purified TNAP, luminescent activation assay, no phosphate acceptor; higher activation fold means a stronger effect | activation fold at 20 µM, or EC50 in µM where a hit was titrated | 200,000 tested, 0.03% active; in the data active means activation fold from about 3, or a potency from the dose series; inactive means the rest, 99 in 100 with activation fold below about 1.6; further: many of its hits are not listed in these tables
human PMI inhibitors: human PMI inhibitors, high substrate, primary screen, biochemical, fluorescence intensity, high mannose 6-phosphate (AID 1220) | Mannose-6-phosphate isomerase (Homo sapiens) | recombinant PMI enzyme, coupled fluorescence intensity; higher % means a stronger effect | one-dose inhibition, % at 20 µM; IC50 in µM for titrated hits | 190,000 tested, 0.66% active
LYP phosphatase: inhibitors of LYP phosphatase, biochemical, fluorescence intensity, uHTS (AID 1779); Tyrosine-protein phosphatase non-receptor type 22 (Homo sapiens); recombinant LYP phosphatase, fluorescence intensity; higher % means a stronger effect; inhibition, % at 11.5 µM, or IC50 in µM where a hit was titrated; 290,000 tested, 0.054% active;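 further: plate controls were vehicle with enzyme for no effect and no enzyme for full effect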
XIAP antagonists: XIAP antagonists, biochemical, IAP family, fluorescence polarization (AID 1018). E3 ubiquitin-protein ligase XIAP (Homo sapiens). XIAP BIR domain, fluorescence polarization peptide displacement; higher % means a stronger effect. displacement, % at 20 µM; hits with a dose series show IC50 in µM. 200,000 tested, 0.007% active; in the data active means displacement above about 50%; further: a part of the inactive calls stands beside numbers as strong as those of hits
Myeloid diff MLP GFP+ MAC1+ %: also measured in Myeloid diff MLP; calls as there; GFP+ MAC1+ double positive, %; measured here: differentiation confirmed by MAC1 staining
* = called active by the depositor; i = inactive; ? = inconclusive; . = no result given. Unless noted, no stated cut-off is given here; in the data, active means inhibition above about 50%; inactive means the rest.

Fields – CSM14.1 death rescue	Myeloid diff MLP	LYP phosphatase	XIAP antagonists	human PMI inhibitors	M17LAP inhibition	TNAP activation fold	PMI inhibitors	M1AAP inhibition	Myeloid diff MLP GFP+ MAC1+ %
- COc1cccc(-c2noc(-c3ccc4c(c3)OCO4)n2)c1
    -3.6%	i	-2%	-9.7%	0%	2%	1.1	-15%	3%	1.0
- CNC(=O)c1ccccc1-c1cn(C)c2ccccc2c1=O
    0.5%	i	-3%	-3.4%	-4%	8%	1.1	-10%	-1%	0.2
- N#Cc1c(NC(=O)C2CC(c3ccccc3O)=NO2)sc2c1CCC2 (stereo not drawn)
    -1.9%	i	9%	-2.0%	-4%	-1%	1.2	13%	14%	0.8
- Cc1ccc(C)c(-n2c(SCC(=O)NC(C(=O)O)C(C)C)nnc2-c2cccc(Cl)c2)c1 (stereo not drawn)
    0.2%	i	-4%	0.6%	-5%	0%	1.2	-6%	0%	0.3
- CCCCOc1ccc(NC(=O)CSCC(=O)OCC)cc1
    2.5%	i	1%	-7.7%	6%	20%	1.1	5%	-1%	0.9
- CCOC(=O)N1CCN(S(=O)(=O)c2ccc3[nH]c(=O)oc3c2)CC1
    .	i	-5%	.	.	-1%	.	.	-2%	1.1
- O=C(CSc1ccc(F)cc1)NCCSc1ccccc1
    -0.6%	i	-5%	-14%	11%	-2%	1.1	8%	-3%	0.2
- C/C(=N\OCC(=O)Nn1c(C)nc2ccccc2c1=O)c1ccccc1
    -1.0%	i	-4%	-19%	-1%	2%	1.1	-6%	7%	0.6
- COC(=O)c1c(C)[nH]c(C(=O)CSc2ncnc3sc(-c4ccccc4)cc23)c1C
    -2.3%	i	3%	-17%	-3%	3%	1.1	-2%	0%	0.5
- O=C(c1ccc(COc2ccc(Br)cc2)o1)N1N=C(C(F)F)CC1(O)C(F)F (stereo not drawn)
    -0.7%	i	4%	-5.6%	13%	-1%	1.1	12%	11%	0.4
- Cc1cc(C)c2c(c1)SC1=NC(c3ccccc3)(C(F)(F)F)NC(=O)N12 (stereo not drawn)
    -0.8%	i	-3%	-6.6%	6%	-1%	1	-10%	2%	0.8
- NS(=O)(=O)c1ccc(CCNC(=O)c2ccc(C#CC3(O)CCCCC3)cc2)cc1
    -1.7%	i	3%	0.0%	13%	-1%	1.1	10%	9%	0.1
- CC1(C)C(C=C(Cl)Cl)C1C(=O)N(Cc1cccc(Cl)c1)C1CCS(=O)(=O)C1 (stereo not drawn)
    0.4%	i	4%	-5.0%	15%	2%	1	3%	2%	0.3
- O=C(O)CCC(=O)N(Cc1cccs1)Cc1cccs1
    -0.9%	i	-8%	-4.5%	1%	71%	1.1	4%	10%	1.2
- O=C(CC1c2ccccc2Oc2ccccc21)Nc1ccccc1C(F)(F)F
    -0.9%	i	-5%	-4.9%	17%	-2%	1.1	6%	-8%	0.0
- Nc1nnc(SCn2nnc3ccccc3c2=O)s1
    0.0%	i	-3%	3.3%	-1%	-1%	1.1	1%	11%	0.2
- Cc1ccccc1-n1c(SCC(=O)N2CCCC2)nnc1-c1ccccn1
    1.4%	i	-12%	-3.8%	5%	12%	1.1	2%	6%	2.9
- Cc1cc2nc(-c3ccc(SCC(=O)Nc4ccc5c(c4)OCCO5)nc3)[nH]c2cc1C
    -1.9%	i	-12%	-7.6%	-16%	13%	1.1	5%	10%	0.6
- CC(=O)NC(C)CCc1ccccc1 (stereo not drawn)
    .	i	-7%	.	.	-1%	.	.	-2%	0.5
- O=C(NC(c1ccccc1)C(Cl)(Cl)Cl)c1ccccc1 (stereo not drawn)
    0.0%	i	-6%	-12%	0%	2%	1.1	6%	8%	0.4

Fields – CSM14.1 death rescue	Myeloid diff MLP	LYP phosphatase	XIAP antagonists	human PMI inhibitors	M17LAP inhibition	TNAP activation fold	PMI inhibitors	M1AAP inhibition	Myeloid diff MLP GFP+ MAC1+ %
- CC(=O)Nc1ccc(Oc2cnc3ccccc3n2)cc1
    -0.1%	i	-5%	-5.5%	2%	1%	1.1	3%	-3%	1.7
- CC(C)(C)OC(=O)N1CCC(CNC(=O)c2cccs2)CC1
    .	i	-1%	.	.	-3%	.	.	0%	0.3
- Cc1ccccc1-c1cc(C(=O)n2cccn2)c2cc(Cl)ccc2n1
    14%	i	0%	-0.8%	-6%	4%	1.1	-1%	-4%	8.4
- O=C(Nc1ccc(N2CCN(C(=O)c3cccs3)CC2)cc1)c1cccnc1
    -0.7%	i	-6%	-6.5%	5%	-4%	1.1	-6%	-1%	0.4
- COc1ccccc1N1CN(Cc2ccccc2)CNC1=S
    .	i	-2%	.	.	-3%	.	.	8%	0.9
- Cc1cccc(NC(c2ccc(C)s2)c2ccc3ccc(C)nc3c2O)n1 (stereo not drawn)
    2.5%	i	-5%	-1.4%	42%	-1%	1.2	4%	-4%	0.6
- COc1ccc(N2C(=O)CC(Sc3nc4ccccc4s3)C2=O)cc1OC (stereo not drawn)
    0.2%	i	-9%	1.9%	3%	-4%	1	17%	7%	0.2
- C[C@@H](C(=O)NCC1CC1)[C@H]1C[C@]1(C)[C@H](NC(=O)OCc1ccccc1)c1ccccc1
    -1.4%	i	-3%	-9.0%	14%	12%	1.1	15%	6%	1.2
- O=C(Nc1ccccc1)C1CCCN(C(=O)c2ccc(Cl)cc2)C1 (stereo not drawn)
    -0.1%	i	-11%	-2.2%	0%	-4%	1.3	-3%	9%	0.5
- O=C(CCC(=O)OCC(=O)c1ccc(F)cc1)NC1CCCCC1
    2.1%	i	-6%	-2.0%	0%	1%	1.1	5%	14%	0.3
- COC(=O)c1ccc(N=C2S/C(=C\c3cc(C)n(-c4cccnc4)c3C)C(=O)N2C)cc1
    -1.4%	i	1%	3.1%	15%	7%	1	9%	9%	0.8
- CCn1c2ccccc2c2nc3cc(OC)c(OC)cc3nc21
    -1.0%	i	7%	1.4%	39%	-10%	1	32%	12%	0.4
- CC(Sc1ccsc1[N+](=O)[O-])C(=O)N1CCN(c2ccccn2)CC1 (stereo not drawn)
    -1.4%	i	-4%	-5.0%	2%	36%	1.1	-3%	5%	0.6
- N#C/C(=C\c1ccc(-c2ccc([N+](=O)[O-])cc2Br)o1)C(=O)N1CCN(c2ccccc2)CC1
    -0.4%	i	0%	-4.8%	-9%	-102%	1	-2%	?	0.4
- O=C(N/N=C/c1ccccc1C(=O)O)C(=O)N1CCCCC1
    1.4%	i	-1%	-2.7%	2%	-2%	1.1	3%	0%	0.3
- O=C(CCCC(=O)N(CC(=O)NC1CCCCC1)Cc1ccc2c(c1)OCO2)Nc1ccccn1
    -0.1%	i	-5%	-4.9%	0%	10%	1.1	2%	2%	1.3
- CCCSc1nnc(-c2ccccc2NC(=O)CC)c(=O)[nH]1
    1.0%	i	-4%	-2.3%	3%	2%	1.1	8%	11%	0.7
- COC(=O)c1cc2c(N)c(C(=O)c3ccc(Cl)cc3)sc2nc1C(OC)OC
    .	i	0%	.	.	3%	.	.	5%	0.3
- O=C(Nc1ccc(Cl)c(C(F)(F)F)c1)C1CCCN(S(=O)(=O)c2cnc[nH]2)C1 (stereo not drawn)
    -0.6%	i	-9%	-0.1%	5%	2%	1	5%	-4%	3.5
- CCCOC(=O)c1ccc(Oc2c(-c3ccc(OC)cc3O)n[nH]c2C)cc1
    -2.0%	i	5%	-4.4%	0%	-7%	1	3%	-1%	0.3

Fields – CSM14.1 death rescue	Myeloid diff MLP	LYP phosphatase	XIAP antagonists	human PMI inhibitors	M17LAP inhibition	TNAP activation fold	PMI inhibitors	M1AAP inhibition	Myeloid diff MLP GFP+ MAC1+ %
- COc1cc(OC)c2c(c1C(CCN1CCOCC1)c1ccc(N(C)C)cc1)OC(=O)CC2c1ccc(N(C)C)cc1 (stereo not drawn)
    .	i	-6%	.	.	10%	.	.	18%	1.3
- CCCCc1c(C)c(C#N)c2nc3ccccc3n2c1Cl
    -0.9%	.	5%	-2.4%	13%	-4%	1.1	15%	3%	.
- Cc1nn2cc(-c3ccc(-c4ccccc4)cc3)nc2s1
    -1.9%	i	-8%	4.1%	-2%	9%	1.2	-2%	5%	0.9
- CC(C)c1nnc(NC(=O)CCC(=O)Nc2ccc3cn[nH]c3c2)s1
    .	i	3%	.	.	1%	.	.	3%	0.6
- CC(CN1CCNCC1)(NS(=O)(=O)c1ccccc1)c1ccccc1 (stereo not drawn)
    1.9%	i	-2%	-2.7%	1%	4%	0.9	4%	-1%	0.6
- Cc1ccc(C(c2sc3ncnn3c2O)N2CCCCC2)cc1 (stereo not drawn)
    3.0%	i	-6%	-18%	-9%	22%	1	-8%	1%	3.3
- COc1ccccc1NC(=O)CN1CCN(c2ccccn2)CC1
    1.1%	i	-5%	-0.6%	-9%	1%	1.1	-17%	2%	0.5
- CCOC(=O)Cc1c(C)nc2c(C#N)c(C)nn2c1C
    1.7%	i	-4%	-3.4%	6%	-26%	1.1	6%	2%	0.6
- CCCCCn1c(CNC(C)=O)nc2ccccc21
    -0.7%	i	-3%	0.2%	0%	0%	1.1	1%	-2%	1.7
- CCN(CC)CCNc1nc2ccccc2n1C
    -0.9%	i	-10%	-10%	5%	-2%	1.1	9%	4%	1.0
- COc1ccc(C2C(C#N)C(C#N)N3CCCN23)cc1 (stereo not drawn)
    4.5%	i	4%	2.4%	-1%	-1%	1.1	-5%	3%	2.0
- CC1=C(C(N)=O)C(c2ccncc2)n2nc(-c3ccccc3Cl)nc2N1 (stereo not drawn)
    .	i	-8%	-2.2%	3%	-7%	1	1%	3%	2.3
- O=C(Nc1ccc(F)cc1)NC1CCN(Cc2c(F)cccc2Cl)CC1
    .	i	-3%	.	.	6%	.	.	1%	0.2
- Fc1ccc(Cn2cccc2C2=NC(c3ccccc3)CO2)cc1 (stereo not drawn)
    1.2%	i	-2%	-2.5%	5%	3%	1	1%	1%	0.4
